Screening results deposited in PubChem by several laboratories.
NR2E3 ag-1 – inhibitors of NR2E3-RetCOR corepressor binding, primary screen, NR2E3 agonist project, biochemical, TR-FRET, GST-NR2E3, biotin-RetCOR | Photoreceptor-specific nuclear receptor (Homo sapiens), Q9Y5X4 | inhibition of corepressor binding, % at 4.78 µM | 1536-well | actives 0.12% (n = 320,000) | AID 2300, 2010;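 active = percent inhibition above the cutoff of mean plus 3 SD of all tested compounds, set per screening campaign, cut at about 20% in these data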;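 note: 0% = DMSO wells and 100% = biotin wells as full block of FRET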
Target sequence (Q9Y5X4 whole entry, looked up): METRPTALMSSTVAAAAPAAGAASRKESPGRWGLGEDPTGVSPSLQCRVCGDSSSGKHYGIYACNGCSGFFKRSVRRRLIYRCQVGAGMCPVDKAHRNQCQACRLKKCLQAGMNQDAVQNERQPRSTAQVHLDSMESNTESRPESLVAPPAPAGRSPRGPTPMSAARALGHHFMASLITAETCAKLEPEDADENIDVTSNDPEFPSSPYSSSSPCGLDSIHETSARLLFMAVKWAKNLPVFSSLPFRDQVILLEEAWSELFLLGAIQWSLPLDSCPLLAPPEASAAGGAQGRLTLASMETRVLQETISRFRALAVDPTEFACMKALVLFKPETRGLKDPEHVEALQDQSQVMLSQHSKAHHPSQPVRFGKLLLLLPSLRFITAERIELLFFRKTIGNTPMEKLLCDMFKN
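Assay system: NR2E3–RetCOR corepressor complex. Quantity: 1.35 nM GST-NR2E3. Buffer or medium: pH 7.5 Tris-based buffer. Reagent: biotinylated RetCOR corepressor at 7 nM final. Schedule: 5 h at 4 °C. Detection: TR-FRET, emission read at 617 and 671 nm. Replicates: one well per compound, singlicate testing.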
Shn3 3UTR inh – reduction of Shn3 3'UTR firefly luciferase signal, primary screen, Schnurri-3 inhibitor project, cell-based, Clone20 osteoblasts, set 2 | Clone20 osteoblast Shn3 3'UTR firefly luciferase, 24 h | inhibition, % at 12.5 µM | actives 0.52% (n = 360,000);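 active = mean inhibition of at least 75% with every replicate also reaching 75%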;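 note: 0% = median of neutral control wells and 100% = pilot-screen positive control compound; some compounds past the cut are filed as inactive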
HIF-2a block – HIF-2a reporter inhibitors, primary screen, luminescence, 786-0 RCC cells; 786-0 RCC cells HIF-2a reporter, luciferase luminescence, overnight; inhibition, % at 18.8 µM; actives 0.72% (n = 360,000); AID 624352, 2012;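 active = inhibition of the luminescence signal of 40% or more relative to plate controls, in a single-dose primary screen at 18.75 µM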
iPSC survival up – enhancers of single-cell hiPSC survival, primary screen, ATPlite luminescence. 100% = ROCK inhibitor wells, 0% = DMSO. AID 602274, 2012. survival enhancement, % at 20 µM. actives 0.044% (n = 360,000); in the data active = survival enhancement above about 18%;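 note: cells exposed to compounds for 16 hours before the ATP read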
Peg3 promoter – Peg3 promoter-driven luciferase inhibitors, primary screen, cell-based, HeLa, luciferase luminescence; HeLa PEG-Prom luciferase reporter, overnight; inhibition, % at 20 µM; actives 1.7% (n = 360,000);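 active = inhibition of at least 50% at 20 µM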
CF NFkB inh – inhibitors of PAF-induced NF-kB signaling, primary screen, cell-based, GFP fluorescence, uHTS; actives 0.86% (n = 360,000); AID 588850, 2011; inhibition, % at 5 µM; KKLEB NF-kB-GFP reporter, GFP fluorescence overnight;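 active = at least 50% inhibition at 5 µM, scaled per plate between neutral and stimulator controls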;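 note: PAF is a Pseudomonas aeruginosa culture filtrate used as stimulus; plate controls were PAF-stimulated DMSO wells for no effect and unstimulated DMSO wells for full effect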
MITF TRPM1 inh – inhibitors of MITF-dependent TRPM1 promoter reporter, primary screen, cell-based, SK-MEL-5, single point, luciferase. actives 0.83% (n = 330,000). SK-MEL-5 TRPM1 promoter luciferase, 24 h. inhibition, % at 12.5 µM;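 active = mean inhibition across replicates of 60% or more, whatever share of single replicates reaches that level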; note: values of inactives mirror those of a sister screen read the other way
KKLEB tox – cytotoxicity in KKLEB CF airway cells, primary screen, cytotoxicity control for CF NF-kB inhibitor project, cell-based, uHTS, fluorescence assay plates. KKLEB CF airway cells viability, ATPlite luminescence, overnight; hits give low values; cells stimulated with P. aeruginosa culture filtrate. activity change (cytotoxicity), % at 5 µM. actives 0.36% (n = 360,000). AID 602141, 2011;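 active = corrected activity change at or below -50% at 5 µM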
NR2E3 ag-2 – NR2E3 agonists in two-hybrid cells, primary screen, cell-based, luminescence, CHO-S, Gal4-NCOR/VP16-NR2E3 | actives 0.35% (n = 360,000) | luciferase | AID 602229, 2012 | inhibition of corepressor binding, % at 3.98 µM;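 active = inhibition above the mean of all tested compounds plus 3 SD, cut at about 70% in these data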;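 note: 0% = DMSO with NR2E3 transfected cells and 100% = cells lacking NR2E3 construct; higher means lower luciferase signal from less NR2E3 corepressor binding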
TRAIL sens C8 – viability loss with TRAIL in NB7+C8 cells, primary screen, TRAIL sensitizer project, cell-based, ATPlite luminescence. inhibition (viability loss, TRAIL sensitization), % at 10 µM. actives 1% (n = 360,000);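 active = compounds causing at least 50% loss of cell viability in the single-dose screen, relative to plate controls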
EBV LMP1 NFkB – EBV LMP1-driven NF-kappaB luciferase reporter inhibitors, primary screen, cell-based, luminescence, single point; LMP1-induced NF-kappaB luciferase reporter cells; actives 0.69% (n = 350,000); inhibition, % at 12.5 µM; in the data active = inhibition above about 41%;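 note: 0% = neutral control wells and 100% = reference inhibitor control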
The depositor's hits bear a star; x = not tested or not shown. The list is partial (hit frequency here may not be typical).

Fields – NR2E3 ag-1	Shn3 3UTR inh	HIF-2a block	iPSC survival up	Peg3 promoter	CF NFkB inh	MITF TRPM1 inh	KKLEB tox	NR2E3 ag-2	TRAIL sens C8	EBV LMP1 NFkB
1) NC(=O)c1nsc(C(=O)N(c2ccccc2)C(C(=O)NC2CCCC2)c2ccncc2)c1N (centres undefined)
  2	-2	0	0.5	7	2	3	-3	-29	6	3
2) Cn1c(CNc2ccc(F)cc2)nc2ccccc21
  x	-85	-246	-0.6	-217	0	-67	-6	-98	26	-13
3) COC(=O)C1CCN(CC(N)=O)CC1
  1	-10	20	-1.0	11	-6	-7	-1	-4	1	-5
4) CCCOc1ccc(N2C(=O)CC(NCC#N)C2=O)cc1 (centres undefined)
  2	-5	13	-0.1	-2	-21	3	-2	-3	0	-4
5) COc1ccccc1/C=N/NC(=O)c1cc2c(ccc3ccccc32)o1
  -2	0	-73	-0.1	-36	11	17	-8	-28	9	-4
6) CCc1ccc(-n2c(O)c(C=NCCN(CC)CC)c(=O)[nH]c2=O)cc1
  x	96*	-2	1.9	7	-8	4	10	-28	9	-3
7) COc1ccc(C(=O)NCC(=O)N2CCCC(C)C2)cc1OC (centres undefined)
  1	7	18	-0.4	6	12	-4	2	27	-1	-5
8) O=C(CCc1ccccc1)Nc1ccccc1C(=O)NCc1ccco1
  5	13	-1	-4.8	16	6	8	9	4	-6	7
9) CCNC(=O)CSc1nc2ccccc2c(=O)n1CCCOC(C)C
  2	59	18	4.4	2	-6	2	-1	-18	-5	11
10) COc1ccc(C2=C(N)c3ccccc3C2=O)cc1
  -14	-43	-316	-1.8	-246	-9	-58	-13	-130	47	-9
11) C=C(C)c1cccc(C(C)(C)NC(=O)N2CCN(c3ccccn3)CC2)c1
  3	-46	2	-1.0	19	18	5	0	4	10	7
12) CCOc1ccc(N2CC(O)=C(c3ccccc3)C2=N)cc1
  2	15	3	-0.1	-4	6	0	-15	-2	10	1
13) CCOc1ccc(Nc2nc(-c3sc(N)nc3C)cs2)cc1
  0	-16	-169	-0.3	-125	-12	-14	-1	-29	3	-2
14) O=C1CCC(C(=O)N2CCC(O)CC2)CN1CCc1ccc(Cl)cc1 (centres undefined)
  2	-24	1	2.1	10	-20	6	18	-6	-11	-3
15) O=C(CSc1nc(=O)n(CCCN2CCOCC2)c2c1CCC2)Nc1ccc(F)cc1F
  3	4	4	-0.1	5	6	-2	-1	-4	3	1
16) COc1ccc2sc(N(CCCN(C)C)C(=O)c3nc4ccccc4s3)nc2c1
  0	-10	-82	-0.6	-57	-19	7	10	-20	11	-8
17) CC(C)(C)c1ccccc1NC(=O)Cn1cnc2cc([N+](=O)[O-])ccc2c1=O
  2	8	4	-0.6	6	-14	3	-1	-3	-1	-8
18) CC(=O)NC1=NN(C(C)=O)C(C)(CS(=O)(=O)c2ccc(Cl)cc2)S1 (centres undefined)
  0	-4	12	-4.6	-9	-4	2	-4	-14	-2	3
19) COC(=O)C1=C(C(=O)OC)C(C(=O)OC)N2C=CC=CC2=C1C(=O)OC (centres undefined)
  x	4	1	-0.1	13	-19	x	-4	-1	-19	x
20) CCc1nnc(NS(=O)(=O)c2ccc(NC(=S)NC(=O)c3cccnc3)cc2)s1
  -2	-45	12	-0.7	13	5	10	-8	-9	14	-6
21) COc1ccc(N(CC(=O)Nc2cc(Cl)ccc2OC)S(=O)(=O)c2c(C)[nH]c(=O)[nH]c2=O)cc1
  2	-2	7	0.4	12	-30	-1	6	12	-1	9
22) Cc1ccc(S(=O)(=O)N2CCN(C(=O)Cc3ccc4c(c3)OCCO4)CC2)cc1C
  0	-17	4	-0.8	8	4	14	-2	21	-2	1
23) C/C(=N/NC(=O)CN1CCN(S(=O)(=O)c2ccc(C)cc2)CC1)c1ccco1
  -1	16	-3	-0.5	0	-4	2	11	-1	-1	-4
24) Cc1cc(F)ccc1S(=O)(=O)Nc1ccccc1C(=O)Nc1ccc2[nH]c(=O)[nH]c2c1
  4	-4	14	-1.3	-5	-9	-3	1	11	2	-1
25) O=c1cc2c(n[nH]1)CCCC2
  2	-5	2	-0.1	3	-3	-6	5	-14	5	-3
26) CC1=C(C(=O)OCc2ccc3c(c2)OCO3)C(c2cccc([N+](=O)[O-])c2)NC(=O)N1 (centres undefined)
  12	63	23	2.7	41	74*	-5	-12	-20	-7	11
27) Cc1cccc2sc(NC(=O)CN3C(=O)C4CC=CCC4C3=O)nc12 (centres undefined)
  2	11	-46	0.6	-129	6	3	7	-13	0	5
28) COc1ccc(CCNC(=S)NCc2cccs2)cc1OC
  -1	-11	1	0.5	14	8	7	-5	-11	-3	3
29) Cc1cccc(CNC(=O)c2cc(S(=O)(=O)N3CCOCC3)cn2C)c1
  -2	-10	14	2.5	9	-4	4	21	12	-5	-3
30) CNc1ncnc2c1ncn2[C@H]1CN(Cc2ccco2)C[C@@H](CO)O1
  x	10	2	4.0	-5	23	x	-5	-23	-2	x
31) C/C(=N/Nc1ccc([N+](=O)[O-])cc1)c1ccc(C)cc1C
  5	15	-350	-1.5	-103	-12	-63	-18	-79	0	-12
32) Cc1c(N=C(N)/N=C(\N)Nc2ccc(Br)cc2)c(=O)n(-c2ccccc2)n1C
  2	-30	21	-1.4	-7	15	9	8	4	4	10
33) O=C1CCN(C(=O)c2ccc(Cl)cc2)N1
  5	2	9	0.9	-1	3	-2	-1	-13	-10	9
34) COc1ccc(S(=O)(=O)N2CC(=O)Nc3ccccc32)cc1Cl
  4	-5	8	-0.9	4	7	17	10	-8	-5	0
35) COc1ccc(C(=O)N2CCCCC2c2cc(C(=O)Nc3ccccc3)no2)cc1 (centres undefined)
  x	-3	-2	-1.6	2	-8	x	2	-3	2	x
36) CCN1CCN(C(=O)C2CCC(=O)N(CCCN3CCCC3=O)C2)CC1 (centres undefined)
  4	-2	5	-0.6	-5	-12	5	7	4	-7	0
37) Cc1cc(C)nc(NS(=O)(=O)c2ccc(NC(=O)C3(c4ccccc4)CCCC3)cc2)n1
  3	-3	18	0.0	12	5	3	1	-1	-16	-4
38) Cc1cc(=O)oc2cc(OCC(=O)N3CCN(c4ccc(F)cc4)CC3)ccc12
  3	18	-1	-0.5	-7	-11	-20	6	5	-17	12
39) Cc1cc(NC(=O)CSc2nc3cc(Cl)ccc3s2)no1
  -4	-8	-7	-0.9	-7	-5	11	9	-1	4	4
40) Cc1cc(C)c(S(=O)(=O)n2cc(C(C)C(N)C(=O)O)c3ccccc32)c(C)c1 (centres undefined)
  3	-7	16	1.2	5	8	-2	-5	-15	-2	5
41) C=CCNC(=O)c1ccc(OC)cc1OC
  -2	-15	10	-1.3	2	-6	-5	0	10	-9	-2
42) Cc1[nH]nc(Sc2ccccn2)c1[N+](=O)[O-]
  0	-21	-25	1.2	-29	-9	-17	-1	-14	-8	-9
43) C[C@H](C[C@H](O)[C@H]1OC1(C)C)C1=C2C[C@H](O)C3[C@@]4(C)CCC(=O)C(C)(C)C4CC[C@]3(C)[C@@]2(C)CC1 (some centres undefined)
  x	57	10	-0.1	-6	17	3	2	21	17	-4
44) O=C(Nn1c(C2CCC2)nc2ccccc2c1=O)C1CCC1
  -3	-2	9	-1.4	-8	-3	-13	4	0	14	-1
45) O=C(c1noc2c1CCCC2)N1CCN(c2ccc(F)cc2)CC1
  1	-12	-31	0.5	-8	6	-14	3	-3	-2	4
46) Fc1ccc(-n2c(-c3cc(C4CC4)[nH]n3)n[nH]c2=S)cc1Cl
  0	5	-54	0.6	-8	0	-4	3	10	-14	-8
47) CC(=O)Nc1cccc(NC(=O)CSc2nnc(NC(=O)C3CC3)s2)c1
  0	-20	6	-0.4	11	10	-1	3	-7	1	-8
48) O=C(NCCCn1ccnc1)/C(=C\c1ccc(Br)cc1)NC(=O)c1ccccc1F
  2	-9	14	-0.4	-3	5	5	-4	11	-2	3
49) C/C=C/C(=O)OCC(=O)Nc1c(Cl)cccc1Cl
  -2	-25	17	0.5	9	0	10	0	4	4	-4
50) CCOc1ccc(C2NC(=O)c3ccccc3O2)cc1 (centres undefined)
  1	-3	-16	7.1	0	-7	5	-6	0	-1	0
51) Cc1ccccc1NC(=O)COC(=O)Cc1ccsc1
  1	6	20	1.6	-9	1	7	13	-45	-1	5
52) Cc1cc(C)c(C)c(S(=O)(=O)N2CCC(C(=O)N3CCCCCCC3)CC2)c1C
  1	14	-4	1.0	19	-17	7	-3	13	3	-8
53) CC1CCCCC12NC(=O)N(CC(=O)OCc1ccccc1Cl)C2=O (centres undefined)
  x	3	8	-0.4	-17	5	-2	10	2	12	-4
54) NC(=O)C1CCN(C(=O)c2ccc3c(=O)n(Cc4ccco4)c(SCc4ccc([N+](=O)[O-])cc4)nc3c2)CC1
  -2	0	22	-0.4	33	0	-2	11	22	10	-5
55) Cc1ccccc1CS(=O)(=O)c1cn(CC(=O)N2CCC(C)CC2)c2ccccc12
  1	-11	14	0.6	-1	-10	1	16	-29	-7	-1
56) CC(=O)c1ccc(NC(=O)C2CCN(S(=O)(=O)c3cccnc3)CC2)cc1
  2	-14	-14	-0.4	0	-14	-1	5	-17	-2	-22
57) CC1CCCCN1C(=O)Nc1cccc(Cl)c1 (centres undefined)
  3	9	-23	-2.5	-11	0	0	2	7	-1	1
58) COc1ccc(CC2(CO)CCN(Cc3nc(C(C)C)cs3)CC2)cc1
  6	11	10	2.1	1	-6	17	6	-4	-13	2
59) CN1CCN(C(=O)c2cc3cc(Cl)ccc3[nH]2)CC1
  0	-15	-46	1.0	-20	14	-9	4	-9	2	-2
60) O=C(O)c1ccc(-c2sc(Nc3ccccc3)n[n+]2-c2ccccc2)cc1
  -1	-11	18	-0.3	3	21	15	-3	19	13	-2
61) CN(C)C(CNC(=O)c1cc(S(=O)(=O)N(C)c2ccccc2)ccc1Cl)c1ccccc1 (centres undefined)
  4	11	10	-0.4	21	-7	11	0	16	5	4

An excerpt from above in order of number of heavy atoms, smallest number first:
Fields – NR2E3 ag-1	Shn3 3UTR inh	HIF-2a block	iPSC survival up	Peg3 promoter	CF NFkB inh	MITF TRPM1 inh	KKLEB tox	NR2E3 ag-2	TRAIL sens C8	EBV LMP1 NFkB
42) Cc1[nH]nc(Sc2ccccn2)c1[N+](=O)[O-]
  0	-21	-25	1.2	-29	-9	-17	-1	-14	-8	-9
53) CC1CCCCC12NC(=O)N(CC(=O)OCc1ccccc1Cl)C2=O (centres undefined)
  x	3	8	-0.4	-17	5	-2	10	2	12	-4
61) CN(C)C(CNC(=O)c1cc(S(=O)(=O)N(C)c2ccccc2)ccc1Cl)c1ccccc1 (centres undefined)
  4	11	10	-0.4	21	-7	11	0	16	5	4
